# ATXN viability = viability counter-screen for ATXN expression inhibitors; S2 cells (HEK-293 line with an ATXN2-luciferase reporter) viability, CellTiter-Fluor protease fluorescence, 24 h; Potency, µM (doses to about 56.7 µM), actives largely listed as cytotoxic; hit rate 0.49% among 400,000; also: potency is read from the fitted curve at half-maximal effect; nearly all actives have a fitted effect of over 40% in size
# HT1080-NT tox = kills 2HG-producing HT-1080-NT fibrosarcoma cells | HT-1080-NT fibrosarcoma viability, CellTiter-Glo ATP luminescence, 48 h | Potency, µM (doses to about 46.1 µM), inactives show at the highest dose activity, negative = less viability, actives largely listed as cytotoxic | hit rate 1.6% among 360,000 | AID 686970;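 also: NT is the 2HG producing partner of a matched IDH1 knockdown line; potency is read from the fitted curve at half-maximal effect; 0% = DMSO-treated cells and -100% = media-only wells without cells; nearly all actives have a fitted effect of over 55% in size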
#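 Fibrosarcoma NT cells, 750 per well in 5% FBS RPMI, were exposed to compound for 48 hours. Viability: CellTiter-Glo luminescence.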
# SW480 rerep = inducers of DNA re-replication in SW480 colon cancer cells. SW480 DNA re-replication, Hoechst DNA content imaging, 48 h. AID 624297. Potency, µM (titrated, usually from 46.1 µM), without a hit: top-dose re-replication activation, most hits filed as activators. hit rate 1.8% among 340,000; also: potency is read from the fitted curve at half-maximal effect; % of control where 0% means no effect; nearly all actives have a fitted effect of over 55% in size
#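 Hoechst fluorescence of nuclei (405 nm excitation, 500-530 nm emission) measured by plate-scanning imager after 48 hr compound exposure at 37 C; re-replication scored as increased number of nuclei with elevated intensity.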
# KB-V1 MDR tox = kills drug-selected multidrug resistant KB-V1 cells | Potency, µM (highest dose often 46.1 µM), for inactives: at the highest dose activity change, negative = cytotoxicity, usual class: cytotoxic | AID 1347076 | KB-V1 MDR cells viability, CellTiter-Glo, 72 h | hit rate 3.4% among 400,000; also: potency is read from the fitted curve at half-maximal effect; % is scaled to controls: 0 for no effect and ±100 for the full control effect; nearly all actives have a fitted effect of over 60% in size
#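 KB-V1 MDR subline cells in DMEM (phenol-red free, 10% FBS) exposed to compounds in qHTS concentration series for 72 h at 37 degrees C. Viability read by CellTiter-Glo luminescence; concentration-effect curves fitted after normalization and correction.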
# HT1080 IDH1KD tx = HT-1080 IDH1 knockdown cell toxicity (counter line) | Potency, µM (top dose mostly 46.1 µM), for the others: top-dose activity, negative = toxicity, actives largely listed as cytotoxic | hit rate 2% among 360,000 | AID 686971 | HT-1080 IDH1 knockdown viability, ATP luminescence, 48 h;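 also: potency is read from the fitted curve at half-maximal effect; 0% = DMSO wells and -100% = cell-free medium wells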
#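 CellTiter-Glo luminescence after 48 h compound exposure at 37 degrees C of IDH1-knockdown HT-1080 cells in 5% FBS RPMI. %Activity scaled between DMSO wells and cell-free media wells, with curves fitted and assigned curve classes.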
# IL-1B inflam inh = inhibitors of inflammasome signaling (IL-1 beta secretion) | THP-1 LPS/ATP IL-1B secretion, AlphaLISA, 16 h; hits give low values | activity change, % at 57.5 µM | hit rate 4.7% among 360,000 | AID 743279; in the data active = activity change below about -50%; inconclusive = mostly about -30% to -49%; also: % is scaled to controls: 0 for no effect and ±100 for the full control effect
#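 THP-1 cells pretreated 1 hr with compounds (up to 57.5 uM final), then stimulated with LPS (250 ng/mL final) plus ATP (1.25 mM final); secreted IL-1B measured by AlphaLISA after 16 hr, decreased signal indicating inhibition.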
# MCF10A rerep = DNA re-replication induction in MCF 10a cells | hit rate 2.9% among 350,000 | MCF 10A DNA re-replication, Hoechst nuclear intensity, 48 h | Potency, µM (doses to about 46.1 µM), for inactives: top-dose activity, positive = re-replication, actives largely listed as activators | AID 624296; also: potency is read from the fitted curve at half-maximal effect; % of control where 0% means no effect; nearly all actives have a fitted effect of over 50% in size
# KB-3-1 tox = KB-3-1 parental cell cytotoxicity. KB-3-1 viability, CellTiter-Glo ATP luminescence, 72 h. Potency, µM (doses to about 46.1 µM), without a hit: at the top dose activity change, negative = cytotoxic, usual class: cytotoxic. hit rate 1.4% among 400,000. AID 1347075; also: potency is read from the fitted curve at half-maximal effect; % is scaled to controls: 0 for no effect and ±100 for the full control effect; nearly all actives have a fitted effect of over 60% in size
#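 Multi-concentration cytotoxicity screen in KB-3-1 cells grown in DMEM lacking phenol red with 10% FBS. After 72 h at 37 °C with compound, ATP-dependent luminescence was recorded.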
# ATXN2 expr inh = inhibitors of ATXN2 expression; HEK-293 ATXN2-luciferase reporter, luminescence, 24 h; Potency, µM (highest dose often 57 µM), for the others: at the highest dose activity change, negative = inhibition, actives largely listed as inhibitors; hit rate 0.72% among 360,000; AID 1745845; also: potency is read from the fitted curve at half-maximal effect; % is scaled to controls: 0 for no effect and ±100 for the full control effect; nearly all actives have a fitted effect of over 55% in size
#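 ATXN2-luciferase reporter cells (luciferase flanked by upstream and downstream ATXN2 gene portions) were treated 24 h at 37 °C with compounds at up to 57 uM. SteadyGlo luminescence gave expression; GF-AFC fluorescence gave viability.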
# The depositor's hits bear a star; i = inactive; ? = inconclusive; / = no result given; & = joins results of further samples; [ ] = remark or other dose. Unless noted, calls follow the shape of the dose curve; as a rule, active = well fitted curve in the direction sought with a large enough effect; inconclusive = small, poorly fitted or top-dose-only effect, or another doubt; inactive = no such curve, though single readings can be large; an effect the other way counts as inactive or inconclusive.
SMILES,ATXN viability,HT1080-NT tox,SW480 rerep,KB-V1 MDR tox,HT1080 IDH1KD tx,IL-1B inflam inh,MCF10A rerep,KB-3-1 tox,ATXN2 expr inh
COc1ccc(-n2c(=S)[nH]c3cc(C(=O)N4CCN(c5ccccc5)CC4)ccc3c2=O)cc1,i,-13%,-20%,9%,0%,-4,-24%,0%,3%
Cc1ccc(NC(=O)CN(C)C(=O)CSc2nccn2C)cc1,i,16%,6%,9%,16%,16,-34%[inhibitor],6%,9%
CN(c1ccccc1)S(=O)(=O)c1cccc(NC(=O)CSc2ncc(C(F)(F)F)cc2Cl)c1,i,-6%,1%,2%,-13%,5,2%,15%,-2%
CN(C)c1ccc(NC(=O)C[n+]2ccccc2)cc1,i,9%,-15%,0%,9%,12,1%,14%,-2%
CCC(C)[C@@H](C(=O)N1CCNCC1)n1cc(CCCCN)nn1 (some centres undefined),i,6%,-2%,14%,6%,14,5%,7%,11%
CCc1ccc2c(c1)c1nnc(NN)nc1n2CC,?,-15%,?,?,-10%,-2,-6%,?,?
Cc1ccc(-n2c(-c3ccncc3)n[nH]c2=S)cc1,i,6%,1%,?,0%,19,-13%,?,20%
N#Cc1ccc(Oc2cccnc2)cc1C#N,i,7%,-2%,15%,6%,8,6%,-4%,0%
Cc1ccc(N=CC2=C(O)CC(c3ccco3)CC2=O)cc1 (centres undefined),i,3%,0%,?,1%,?,8%,1%,0%
COc1cc(C2C(C(=O)c3ccco3)=C(O)C(=O)N2c2cc(C)on2)cc(Br)c1O (centres undefined),i,8%,2%,-12%,-1%,1,2%,2%,2%
COc1ccc(-c2nnc(-c3ccccc3)o2)cc1OC,/,2%,-1%,-26%,16%,?,-1%,-1%,/
COc1cccc(S(=O)(=O)N(C)C[C@@H]2OCc3cn(nn3)CCCC(=O)N([C@H](C)CO)C[C@H]2C)c1,i,11%,/,1%,3%,-12,/,10%,-3%
CCCCCCC(=O)NNC(=O)c1c(O)c2ccccc2n(CC)c1=O,i,-17%,20%,?,0%,-6,20%,-2%,2%
COc1ccc(N2CCN(C(=O)c3cc4c(=O)oc5ccc(C)cc5c4s3)CC2)cc1,i,/,/,26%,/,/,/,3%,3%
CCc1ccc(N2C(=O)c3sc4nnc(C)c(=O)n4c3C2=O)cc1,/,1%,-20%,2%,-2%,6,6%,1%,/
Nc1cccc(S(=O)(=O)c2cccc(N)c2)c1,i,0%,-1%[9.22 µM],14%,-3%,2,-5%,-2%,6%
CSc1cccc(NC(=O)Nc2ccc(Cl)cc2)c1,i,-11%,-3%,-2%,-14%,-11,7%,-6%,-2%
O=C(CSc1ncnc2ccccc12)NC1CCS(=O)(=O)C1 (centres undefined),?,9%,0%,6%,9%,-6,10%,0%,20%
CCCCC1(C)NC(=O)N(CC(=O)Nc2cc(S(=O)(=O)N3CCOCC3)ccc2Cl)C1=O (centres undefined),i,6%,-6%,0%,8%,10,-1%,10%,6%
CCSc1nc(C2CC2)cc(-c2ccco2)c1C#N,i,2%,5%,2%,4%,-12,12%,-2%,5%
Cc1cc(C)c2c(C)c(C(=O)NCc3ccc(S(N)(=O)=O)cc3)oc2c1,i,?,7%,?,-25%,6,5%,?,-36%
CCOc1ccccc1NC(=O)N1CCC(c2nc3ccccc3[nH]2)CC1,i,3%,-4%,1%,-1%,4,0%,4%,?
CN(C)CCCNc1c2c(nc3ccccc13)CCC2,?,-29%,-13%,-27%,-19%,-69*,4%,?,/
COc1cc(/C=C2\SC(=S)N(Nc3ccccc3)C2=O)ccc1O,?,-1%,-6%,-25%,2%,1,?,?,115%[activator]
COCCN(C(=O)c1ccc(C)c(S(=O)(=O)N2CCOCC2)c1)c1c(N)n(CC(C)C)c(=O)[nH]c1=O,i,6%,6%,-2%,14%,9,3%,-1%,-6%
# The results go on.
SMILES,ATXN viability,HT1080-NT tox,SW480 rerep,KB-V1 MDR tox,HT1080 IDH1KD tx,IL-1B inflam inh,MCF10A rerep,KB-3-1 tox,ATXN2 expr inh
CC(=O)c1ccc(Nc2ncnc3ccc(Br)cc23)cc1,i,-6%,/,-9%,2%,-3,/,8%,/
CCc1ccc(NC(=S)N(Cc2ccccc2)Cc2ccccn2)cc1,i,?,1%,9%,?,-60*,12%,0%,-4%[11.3 µM]
CCN1C(=O)[C@@H]2[C@@H](c3ccc(-c4ccc(F)cc4)cc3)N3CCC[C@@]3(C(=O)OC)[C@@H]2C1=O,i,-2%,0%,-17%,-1%,-5,5%,-21%,-25%
Cc1cc(C)c2nc(Nc3nc(-c4ccccc4)cc(=O)[nH]3)nc(C)c2c1,i,18%,5%,?,11%,?,?,-3%,-1%
CN1CCN(C(=O)CCNC(=O)Cn2cnc3ccccc3c2=O)CC1,i,27%,1%,7%,24%,7,-5%,4%,-8%
Nc1nc(Nc2ccccc2)nc2c1ncn2[C@@H]1O[C@H](CO)[C@@H](O)[C@H]1O,i,27%,-56%[inhibitor],4%,10%,-19,-7%,0%,4%
Cc1ccc(C)c(Cn2c(=O)n(C)c(=O)c3sccc32)c1,i,-16%,-1%,?,-13%,36,0%,-9%,-1%
COc1ccc(NC(=O)N(C)C[C@@H]2Oc3cc(C#CCN(C)C)ccc3S(=O)(=O)N([C@H](C)CO)C[C@H]2C)cc1,i,6%,/,?,-2%,11,/,2%,12%
C1CCC(n2nnnc2CN2CCCC2)CC1,i,-2%,-5%,7%,0%,1,1%,3%,1%
O=C(Nc1ccnn1C1CCN(C/C=C/c2ccc(F)cc2)CC1)C1CCCC1,i,-6%,13%,?,-8%,-72*,7%,-11%,-16%
COc1cc(/C=C(\C#N)C(=O)NCCc2ccccc2)cc(OC)c1O,i,-26%,11%,-14%,-19%,7,?,?,-26%
CCC(=O)N1c2ccccc2NC2=C(C(=O)CCC2)C1c1ccccc1 (centres undefined),i,18%,-2%,0%,?,0,-3%,10%,-9%
C[C@H](CO)N1C[C@H](C)[C@@H](CN(C)C(=O)Nc2ccccc2)Oc2ccc(NC(=O)Nc3ccc(C(F)(F)F)cc3)cc2C1=O,?,-27%,-1%,16%,?,-10,25%,-30%,?
CC1(C)CC(=O)C(C=Nc2cc(C(=O)c3ccccc3)ccc2N)=C(O)C1,i,-3%,13%,0%,2%,-10,?,14%,50%[activator]
Cc1ccc(Cn2c(N)c(S(=O)(=O)c3cccs3)c3nc4ccccc4nc32)cc1,i,?,?,-4%,?,-13,?,-4%,-9%
Cc1cccc(N2CCN(Cc3nc(C4CC4)no3)CC2)n1,i,1%,0%,-1%,6%,0,-4%,3%,5%
CC(C)Cc1nnc(NC(=O)CCC(=O)N2CCN(C3CCCC3)CC2)s1,i,-2%,-2%,20%,11%,6,2%,13%,0%
Cc1c(NC(=S)N/C(=N/S(=O)(=O)c2ccc(Cl)cc2)c2ccccc2)c(=O)n(-c2ccccc2)n1C,?,1%,-18%,4%,-15%,-2,1%,3%,3%
O=C(OCC(=O)N1CCN(S(=O)(=O)c2ccccc2)CC1)C1CCC1,i,4%,-11%,-17%,12%,9,-3%,3%,/
COc1ccc2[nH]c(C(=O)Nc3cccc(C)n3)cc2c1,i,-25%,0%,-1%,-19%,-14,0%,0%,31%
CCN(CC(=O)NCc1ccc(F)cc1)Cc1cc(=O)n2ccsc2n1,i,0%,-6%[1.84 µM],-7%,2%,10,?,0%,6%
COC(=O)c1[nH]c2cc(C)ccc2c1NC(=O)CN1CCN(c2ccccc2OC)CC1,?,-23%,-3%,?,-22%,-2,26%,?,-24%
O=C(COc1ccc2c3c(c(=O)oc2c1)CCC3)NC1CCN(Cc2ccccc2)CC1,i,11%,22%,3%,6%,0,3%,13%,4%
COc1ccc2[nH]c3c(c2c1)CCNC3(C)CCc1ccc(Cl)nc1 (centres undefined),?,-26%,6%,-11%,-9%,-23,0%,2%,/
CCc1ccc(NC(=O)C2(c3ccccc3)CC2(Cl)Cl)cc1 (centres undefined),i,-1%,?,-10%,15%,-30,23µM*,-30%,-3%
# More records:
SMILES,ATXN viability,HT1080-NT tox,SW480 rerep,KB-V1 MDR tox,HT1080 IDH1KD tx,IL-1B inflam inh,MCF10A rerep,KB-3-1 tox,ATXN2 expr inh
CCc1ccc(Nc2n[n+](-c3ccccc3)c(-c3cccc(C)c3)s2)cc1,?,-26%,-6%,?,-18%,-20,4%,?,-15%
Cc1ccc(-c2c(C(=O)N/N=C/c3cccc(Cl)c3)nnn2-c2nonc2N)cc1,i,?,-10%,?,?,-14,-1%,-9%,/
COc1cc(C(=O)NCc2ccc(C(=O)NCC(OC)OC)cc2)cc(OC)c1OC,i,9%,0%,-3%,5%,34,-4%,-1%,-12%
CCCCNC(=O)C1CCC(CNS(=O)(=O)c2ccc(NC(C)=O)cc2)CC1 (centres undefined),i,2%,-11%,?,-6%,-1,-4%,6%&0%,-1%&8%
O=C(CC1Sc2ccccc2NC1=O)NCc1cccc(Cl)c1 (centres undefined),i,-20%,1%,-26%,?,42,0%,9%,-9%
O=C(NC(c1ccccc1)c1cnccn1)C1CCN(Cc2ccc(Cl)c(Cl)c2)CC1 (centres undefined),?,?,/,-21%,?,-24,/,?,?
Cc1ccc(Cl)c(OCC(=O)NC2CCN(Cc3ccccc3)CC2)c1,i,-2%,?,?,-11%,-29,13%,-9%,-24%
CNC(=O)/C(C#N)=C/c1cn(CC(=O)NCc2ccco2)c2ccccc12,?,-6%,-7%,-3%,-1%,-14,-1%,-4%,-7%[11.3 µM]

# Full records, looked up by structure. Order of values: ATXN viability, HT1080-NT tox, SW480 rerep, KB-V1 MDR tox, HT1080 IDH1KD tx, IL-1B inflam inh, MCF10A rerep, KB-3-1 tox, ATXN2 expr inh
# `CNC(=O)/C(C#N)=C/c1cn(CC(=O)NCc2ccco2)c2ccccc12` across the screens: ?, -6%, -7%, -3%, -1%, -14, -1%, -4%, -7%[11.3 µM]
# `CCCCNC(=O)C1CCC(CNS(=O)(=O)c2ccc(NC(C)=O)cc2)CC1` (centres undefined) across the screens: i, 2%, -11%, ?, -6%, -1, -4%, 6%&0%, -1%&8%

# Screening data as filed in PubChem BioAssay.
